# Bioassay records: PubChem BioAssay, The Scripps Research Institute Molecular Screening Center
# M5 PAM = potentiates acetylcholine response at human M5 receptor; activation, % at 3 µM; CHO-K1 hM5, Fluo-8 calcium, ACh EC20 PAM; 0% = ACh EC20, 100% = ACh EC100; AID 624038; 360,000 tested, 0.3% active;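 active means activation above the run cutoff, the mean activation of all test compounds plus 3 SD, cut at about 18% in these data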
# Target sequence (P08912 whole entry, looked up): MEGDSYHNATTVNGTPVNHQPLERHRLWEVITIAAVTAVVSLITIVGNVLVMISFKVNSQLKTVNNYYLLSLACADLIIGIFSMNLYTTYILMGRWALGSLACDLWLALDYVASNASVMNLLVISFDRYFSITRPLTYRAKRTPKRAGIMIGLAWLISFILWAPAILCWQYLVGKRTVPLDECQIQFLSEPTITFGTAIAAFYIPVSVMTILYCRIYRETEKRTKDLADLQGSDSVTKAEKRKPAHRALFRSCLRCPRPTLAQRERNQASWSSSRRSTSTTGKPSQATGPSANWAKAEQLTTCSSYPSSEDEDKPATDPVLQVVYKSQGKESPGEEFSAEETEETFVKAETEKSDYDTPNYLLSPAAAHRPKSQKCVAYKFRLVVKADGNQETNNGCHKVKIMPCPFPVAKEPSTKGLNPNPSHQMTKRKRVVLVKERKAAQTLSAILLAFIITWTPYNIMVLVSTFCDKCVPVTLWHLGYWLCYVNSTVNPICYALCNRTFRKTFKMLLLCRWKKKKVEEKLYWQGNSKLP
#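 Probe or stimulus: acetylcholine, EC20 level; Assay system: human M5 receptor in CHO-K1 cells; Schedule: compound preincubation 140 s before EC20 acetylcholine addition; Technique: intracellular calcium via Fluo-8 fluorescence; Dosing: single-point, 3 µM nominal; Read-out basis: percent activation from peak-over-basal fluorescence ratio, scaled EC20-to-EC100 acetylcholine; Repeats: one well per compound, no replicates.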
# TAAR1 ag = agonists of human TAAR1 | Q96RJ0 | CHO RD-HGA16 TAAR1, Fluo-8 calcium fluorescence; vehicle wells 0%, saturating PEA agonist 100% | activation, % at 3 µM | 360,000 tested, 0.99% active;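 active means activation above the mean activation of all test compounds in the run plus 3 SD, cut at about 38% in these data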
# Target sequence (Q96RJ0 whole entry, looked up): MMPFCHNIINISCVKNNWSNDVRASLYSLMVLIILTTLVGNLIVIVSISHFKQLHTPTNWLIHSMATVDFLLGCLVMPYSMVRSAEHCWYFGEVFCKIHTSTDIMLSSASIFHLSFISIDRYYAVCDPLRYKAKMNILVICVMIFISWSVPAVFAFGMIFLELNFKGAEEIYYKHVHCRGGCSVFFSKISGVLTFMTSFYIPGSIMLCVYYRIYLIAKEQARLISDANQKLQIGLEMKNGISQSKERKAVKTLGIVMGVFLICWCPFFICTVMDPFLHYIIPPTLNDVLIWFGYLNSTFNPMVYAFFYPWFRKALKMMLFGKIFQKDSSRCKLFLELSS
#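 Test system: RD-HGA16 (CHO) cells co-expressing Gα16 and hTAAR1 | Doses: Single dose, 3 µM | Schedule: 17-24 h seeding, 75 min 37 °C dye, 30 min RT | Evaluation: % activation from peak over basal fluorescence ratio, DMSO-to-PEA scaled | Technique: Kinetic Fluo-8 calcium fluorescence | Benchmarks: Low control DMSO, high control PEA (EC100)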
# CHRM4 antagonist = CHRM4 antagonism in calcium assay; inhibition, % at 3 µM; CHO-hM4 cells, ACh EC80, Fluo-8 calcium fluorescence; 360,000 tested, 0.73% active;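 active means inhibition above its plate's cutoff, the mean inhibition of sample wells plus 3 SD, cut at about 27% in these data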;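 further: 0% = acetylcholine EC80 with DMSO and 100% = DMSO without agonist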
# CHRM5 agonist = agonists of human muscarinic M5 receptor (CHRM5); P08912; CHO-K1 hM5 cells, Fluo-8 calcium fluorescence; 0% DMSO wells, 100% maximal acetylcholine response; activation, % at 3 µM; 360,000 tested, 0.19% active; AID 624037;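 active means activation above the run's mean over test compounds plus 3 SD, cut at about 23% in these data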;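 further: signal is peak over basal fluorescence ratio across the kinetic read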
# M1 PAM = positive allosteric modulators of human M1 muscarinic receptor; AID 588819; activation, % at 3 µM; 360,000 tested, 0.088% active; CHO-K1 hM1, Fluo-8 calcium fluorescence, ACh EC20; 0% = ACh EC20, 100% = maximal ACh; P11229; in the data active means activation above about 19%, passing the limit was not always enough
# CHRM1 antagonist = human CHRM1 antagonism. P11229. CHO-K1 hM1, Fluo-8 calcium fluorescence, ACh EC80 antagonist. inhibition, % at 3 µM. 360,000 tested, 1.3% active;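 active means percent inhibition above its own plate's cutoff, namely the mean of that plate's compound wells plus 3 SD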;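 further: peak over basal fluorescence ratio during 140 s after agonist addition; 0% = ACh EC80 plus DMSO and 100% = DMSO alone without agonist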
# CHRM5 antagonist = blocks acetylcholine activation of human M5 receptor. AID 624040. P08912. 360,000 tested, 0.59% active. CHO-hM5 cells, Fluo-8 calcium fluorescence, ACh EC80. inhibition, % at 3 µM;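 active means inhibition above a per-plate cutoff, the mean of that plate's test compounds plus 3 SD, cut at about 27% in these data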;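 further: 0% = acetylcholine EC80 with DMSO and 100% = DMSO without agonist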
# M1 ag = agonists of human M1 muscarinic receptor. P11229. CHO-K1 hM1, Fluo-8 calcium fluorescence, agonist mode; 0% DMSO, 100% acetylcholine EC100. activation, % at 3 µM. 360,000 tested, 0.33% active;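 active means activation above the run's mean compound activation plus 3 SD, cut at about 16% in these data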;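 further: peak over basal fluorescence ratio within a 140 s kinetic read after compound addition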
# M4 ag = agonists of human muscarinic M4 receptor (CHRM4) | P08173 | CHO-K1 hM4/Gqi5, Fluo-8 calcium fluorescence; vehicle 0%, full acetylcholine response 100% | activation, % at 3 µM | 360,000 tested, 0.14% active;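 active means activation above the run mean over all test wells plus 3 SD, cut at about 32% in these data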;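 further: peak over basal fluorescence ratio per well then scaled between controls; 0% = DMSO wells and 100% = acetylcholine at EC100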
# * marks the source's active call; other numbers are inactive results; . = no result given. A portion of the library, so the mix of outcomes need not match the whole.
# Values in the order – M5 PAM	TAAR1 ag	CHRM4 antagonist	CHRM5 agonist	M1 PAM	CHRM1 antagonist	CHRM5 antagonist	M1 ag	M4 ag
CN(C)C(=O)CSc1nnc(-c2cccs2)n1-c1ccccc1
 : -3.3	1.5	-7.1	1.2	1.9	-5.2	6.6	-3.8	0.4
COC(=O)c1ccc(CN2C(=O)c3ccccc3C2=O)cc1
 : -1.9	2.3	1.7	-3.1	7.5	-9.7	14.2	-3.1	0.6
CCCCCCCCCCCCCCCC[n+]1cccc2ccccc21
 : -19.7	35.3	51.6*	-8.4	-24.9	47.5*	63.5*	-12.9	-0.7
COc1ccccc1-c1cc(C(F)(F)F)nc(S(=O)(=O)CCCC(=O)Nc2cc(C)on2)n1
 : 6.6	10.5	-2.0	-6.0	-4.4	-4.0	-9.6	-4.8	-0.4
CC1(C)NC(=O)N(CC(=O)N2CCN(c3cccc(C(F)(F)F)c3)CC2)C1=O
 : -0.1	2.2	-18.5	1.3	-0.9	5.2	4.6	-5.7	4.6
Cc1ccnc(NC(=O)c2ccc(S(=O)(=O)N3CCC(C)CC3)cc2)c1
 : -5.5	3.5	-10.5	-1.4	2.7	-17.7	5.7	-2.3	0.9
Cc1cc2cc(C)c3nnc(SCc4ccccn4)n3c2cc1C
 : -1.3	8.5	-3.0	-0.3	9.5	-8.1	-5.3	-10.1	0.5
COc1ccc(NC(=O)C2CCCN(S(=O)(=O)c3cccs3)C2)cc1OC (centres undefined)
 : -10.0	7.0	-17.7	3.2	-2.2	-3.7	-3.9	-3.6	20.1
COc1cccc(NC(=O)CN(C)C(C)C(=O)Nc2ccc(C#N)cc2)c1 (centres undefined)
 : 1.9	1.3	0.2	0.7	7.6	-9.7	11.2	0.5	2.6
Cc1ccc(C2N3CC4([N+](=O)[O-])CN2CC([N+](=O)[O-])(C3)C4(C)C)cc1 (centres undefined)
 : -6.1	18.4	-12.4	-1.3	0.3	0.8	15.4	-4.9	0.8
COc1ccccc1/C=C/C=N/NC(=O)CC1C(=O)NN=C1C (centres undefined)
 : -13.1	1.2	-3.6	-3.1	-3.9	9.4	19.9	-3.9	0.9
Cc1cc(O)c(S(=O)(=O)c2ccccc2)c(C)c1NS(=O)(=O)c1ccccc1
 : -7.3	-0.3	0.2	-6.0	-0.7	-4.9	22.3	-5.5	5.7
COc1ccc(Cc2cnc(N)s2)cc1
 : -1.1	4.4	-9.4	-1.0	8.8	-10.5	8.8	-2.5	2.5
O=C(NCCC1CCCCN1S(=O)(=O)c1ccccc1)C(=O)NCCN1CCOCC1 (centres undefined)
 : 0.9	1.8	5.9	0.6	5.5	-2.0	7.6	-5.2	-0.1
CS(=O)(=O)NCC(c1cccnc1)N1CCN(c2ccc(F)cc2)CC1 (centres undefined)
 : 0.9	1.6	5.8	-4.0	0.9	-5.4	-5.0	-3.2	0.4
Cc1nc(Oc2ccccc2)c2oc3ccccc3c2n1
 : -0.2	7.4	-9.7	0.9	-0.8	-17.9	2.4	-2.9	0.7
CC(C)CCn1c(=O)c2sccc2n2c(CCCC(=O)N3CCC(N4CCCCC4)CC3)nnc12
 : 2.3	-1.2	-2.9	-6.4	2.5	-6.2	-4.2	-4.2	0.2
CCOC(=O)c1c(S(=O)(=O)NCC(=O)N2CCN(c3ccc(F)cc3)CC2)c(C)n(C)c1C
 : 3.4	0.5	-8.4	-4.7	1.4	5.5	6.9	-1.4	2.4
O=S(=O)([N-]c1nc2ccccc2nc1-[n+]1ccccc1)c1ccc(F)cc1
 : 10.8	1.3	-1.0	2.0	14.0	-19.1	-5.0	-1.2	1.5
COc1ccccc1CC(=O)NC1CCCCCC1
 : 1.5	1.6	-15.9	-0.3	0.7	-12.6	5.8	-4.1	1.3
N#C/C(=C\c1ccc(C(=O)O)cc1)c1ccccn1
 : -5.4	3.7	0.0	2.1	8.3	-5.1	-9.3	-0.7	1.5
O=C(Nc1c2c(nc3ccccc13)CCCC2)c1ccccc1Cl
 : 4.9	3.1	-1.9	-0.9	7.0	-4.7	-3.6	-6.6	1.2
Cc1ccc(C2=NN(C(=O)CCCC(=O)O)C(c3ccco3)C2)cc1 (centres undefined)
 : -1.4	3.0	0.1	-0.9	1.2	-0.2	-5.5	-2.4	0.5
COc1ccc(CN2CCOCCOCCOCCOCCOCC2)cc1
 : 5.1	1.4	-5.5	0.5	1.9	-1.4	1.4	0.7	-0.1
COc1ccc(-c2cc(=O)[nH]c(NCc3ccccc3)n2)cc1
 : 0.5	16.2	5.6	1.7	6.7	-5.3	-5.5	-2.0	0.5
O=C(COC(=O)/C=C/c1ccc(Cl)cc1Cl)Nc1cc(C(F)(F)F)ccc1N1CCOCC1
 : 1.8	0.4	-9.9	-2.3	5.6	-18.2	-3.0	-3.2	0.4
CCOC(=O)c1c(C)[nH]c(C)c1C(=O)COC(=O)c1cc2ccccc2cc1OC
 : -8.3	5.6	7.5	1.4	-1.2	2.2	6.2	-4.7	7.3
Nc1scn[n+]1Cc1cccc2cccnc12
 : 4.2	2.5	3.5	-16.9	6.2	-12.6	1.5	-7.9	1.1
COc1cccc([C@@H]2CC=C(C(=O)O)[C@H](c3ccc(Br)cc3)N2S(=O)(=O)c2ccc(C)cc2)c1
 : -0.4	-0.5	-11.1	0.5	-1.2	0.5	-17.3	-1.8	0.6
CC1(C(=O)NS(=O)(=O)c2cccc(OC(F)F)c2)CCN1C(=O)c1cccc(F)c1 (centres undefined)
 : -9.9	1.2	0.0	-0.8	7.2	-8.8	9.7	0.3	0.6

# CHRM5 antagonist: what is marked active above.
SMILES,M5 PAM,CHRM4 antagonist,CHRM5 agonist,M1 PAM,CHRM1 antagonist,CHRM5 antagonist,M1 ag,M4 ag
CCCCCCCCCCCCCCCC[n+]1cccc2ccccc21,-19.7,51.6*,-8.4,-24.9,47.5*,63.5*,-12.9,-0.7

# Carrying on:
# Values in the order – M5 PAM	TAAR1 ag	CHRM4 antagonist	CHRM5 agonist	M1 PAM	CHRM1 antagonist	CHRM5 antagonist	M1 ag	M4 ag
COc1ccccc1CCNC(=O)CCCn1nc(C)c2c(C)n(-c3ccc(C)cc3)nc2c1=O
 : -1.2	-0.8	-12.7	-4.6	-2.8	-11.6	5.7	-6.3	-0.5
CC(=O)c1sc(N/N=C\c2ccc(Br)cc2)nc1C
 : -5.1	2.6	-6.0	-5.0	0.3	-8.1	4.3	-10.4	2.7
CCCn1c(SCC(=O)NCC)nc2sc3c(c2c1=O)CCC3
 : 1.1	-1.8	-7.6	-2.6	11.0	-14.9	10.0	-6.5	-1.8
CCCCCCOc1ccc(N2C(=O)CC(SC(=NCC)NCC)C2=O)cc1 (centres undefined)
 : 9.7	3.0	-4.4	-2.1	6.2	-4.6	2.9	-3.0	0.2
c1ccc(N2[C@@H]3c4ccccc4C[C@H]2c2ccccc23)cc1
 : 0.9	-2.9	-12.2	-5.4	.	.	-0.3	.	-1.6
Cc1ccc(OCCNC(=O)c2cccc(Oc3ccc(C(F)(F)F)cc3[N+](=O)[O-])c2)cc1
 : -4.3	-1.0	0.0	-1.5	-6.2	-1.4	2.2	-8.8	0.2
Cc1ccc(-c2csc(NC(=S)NC(=O)c3cccs3)n2)cc1
 : -1.6	0.9	1.5	0.3	9.7	-6.9	-3.2	-4.0	1.1
Nc1cc(N)nc(SCC(=O)NCc2ccc3c(c2)OCO3)n1
 : -2.1	1.2	5.8	-1.8	8.8	-8.4	5.2	-5.2	0.9
COc1ccc(S(=O)(=O)NNc2nc(C)cc(C)n2)cc1Br
 : 1.3	1.3	-1.4	-9.5	7.7	-8.6	-3.4	-7.0	0.9
CC(C)(C)S(=O)(=O)/C(C#N)=N/Nc1ccc(S(N)(=O)=O)cc1
 : -9.9	1.4	-9.4	-3.9	-5.3	9.8	16.7	-2.7	0.2
CC1CCCCC1NC(=O)c1ccco1 (centres undefined)
 : 0.3	2.4	1.1	3.0	9.1	-14.6	-0.3	0.8	0.1
CCc1noc(C)c1C(=O)Nc1sc(C(=O)N(C)C)c(C)c1C(=O)OC
 : -5.7	9.4	23.3	-3.3	5.3	4.6	10.2	-3.5	3.7
CC1CCN(C(=O)C2CCN(S(=O)(=O)c3cccc4nonc34)CC2)CC1
 : -9.5	-1.3	5.4	0.3	-10.4	4.3	1.7	-1.3	1.3
CCOC(=O)c1ccn(S(=O)(=O)c2ccc(C)cc2)c1-c1ccccc1
 : -15.8	-1.2	-26.3	-5.7	-21.8	13.3	-0.8	-10.8	-1.4
CCN(CC)CCSc1nnc2c3ccccc3n(Cc3ccccc3)c2n1
 : -23.6	-0.5	14.6	-17.9	-22.0	51.2*	18.5	-6.4	0.9

# Full records, looked up by structure.
# CC(=O)c1sc(N/N=C\c2ccc(Br)cc2)nc1C in the list: M5 PAM = -5.1; TAAR1 ag = 2.6; CHRM4 antagonist = -6.0; CHRM5 agonist = -5.0; M1 PAM = 0.3; CHRM1 antagonist = -8.1; CHRM5 antagonist = 4.3; M1 ag = -10.4; M4 ag = 2.7
# CCc1noc(C)c1C(=O)Nc1sc(C(=O)N(C)C)c(C)c1C(=O)OC in the list: M5 PAM = -5.7; TAAR1 ag = 9.4; CHRM4 antagonist = 23.3; CHRM5 agonist = -3.3; M1 PAM = 5.3; CHRM1 antagonist = 4.6; CHRM5 antagonist = 10.2; M1 ag = -3.5; M4 ag = 3.7

# (cont.)
# Values in the order – M5 PAM	TAAR1 ag	CHRM4 antagonist	CHRM5 agonist	M1 PAM	CHRM1 antagonist	CHRM5 antagonist	M1 ag	M4 ag
O=C(NC(=S)Nc1ccc(N2CCCC2)cc1)c1ccccc1[N+](=O)[O-]
 : 9.0	14.6	0.5	1.6	13.5	-10.8	1.6	-2.2	6.0
COc1cc(/C=C2/C(=O)N(c3ccc(Br)cc3)N=C2C)cc(OC)c1OC
 : -5.4	.	-1.6	10.6	19.1	-12.2	15.0	6.4	7.4
Cc1ccc(C(=O)CCC(=O)Nc2cccc(C)c2)cc1
 : 1.4	8.0	-12.4	-3.1	3.7	-15.4	7.3	-0.8	1.0
COC(=O)CCCC1=CC2=C(c3ccccc3)C(=O)C(C)(OC(=O)C3CCCC3)C(=O)C2=CN1C1CCCCC1 (centres undefined)
 : 10.0	14.6	-9.5	-0.8	10.8	-3.2	-1.2	-7.8	0.3
COc1cccc(C2CC(c3cccc(Br)c3)n3nc(N)nc3N2)c1 (centres undefined)
 : -3.5	10.0	-8.0	4.6	5.8	-13.1	3.3	0.1	5.4
COc1ccc(NC(=O)[C@@H]2[C@@H]3C(=O)N(C4CCCCC4)C(=O)[C@@H]3C3c4ccccc4C=CN32)cc1 (some centres undefined)
 : 4.1	15.3	-2.8	-3.1	-15.6	25.2*	-0.1	65.1*	0.9
CCn1c(CC(=O)Nc2ccc(F)cc2)nnc1SCC(=O)NC1CCCC1
 : 12.5	-0.4	-23.9	-1.9	27.6	-23.4	-12.9	-0.7	0.3
CC(C)(C)c1ccc(C(=O)Nc2cccc(-n3cnnn3)c2)cc1
 : -10.3	5.5	7.2	-5.2	-15.6	21.8	20.6	-3.1	12.8
